Screening data as filed in PubChem BioAssay.
bovine MsrA act = bovine methionine sulfoxide reductase A activation; purified bovine MsrA, absorbance read-out; AID 602163; hit rate 0.3% among 360,000; activation, % at 10.6 µM; in the data active = activation above about 7.5%;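 also: 0% = vehicle and 100% = reference activator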
E coli Lon inh = E. coli protease La inhibition. inhibition, % at 7.94 µM. hit rate 0.42% among 360,000. purified E. coli Lon protease, fluorescence polarization; in the data active = inhibition above about 13%, passing the limit was not always enough;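 also: 0% = enzyme with probe and DMSO and 100% = no enzyme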
Target sequence (P0A9M0 whole entry, looked up): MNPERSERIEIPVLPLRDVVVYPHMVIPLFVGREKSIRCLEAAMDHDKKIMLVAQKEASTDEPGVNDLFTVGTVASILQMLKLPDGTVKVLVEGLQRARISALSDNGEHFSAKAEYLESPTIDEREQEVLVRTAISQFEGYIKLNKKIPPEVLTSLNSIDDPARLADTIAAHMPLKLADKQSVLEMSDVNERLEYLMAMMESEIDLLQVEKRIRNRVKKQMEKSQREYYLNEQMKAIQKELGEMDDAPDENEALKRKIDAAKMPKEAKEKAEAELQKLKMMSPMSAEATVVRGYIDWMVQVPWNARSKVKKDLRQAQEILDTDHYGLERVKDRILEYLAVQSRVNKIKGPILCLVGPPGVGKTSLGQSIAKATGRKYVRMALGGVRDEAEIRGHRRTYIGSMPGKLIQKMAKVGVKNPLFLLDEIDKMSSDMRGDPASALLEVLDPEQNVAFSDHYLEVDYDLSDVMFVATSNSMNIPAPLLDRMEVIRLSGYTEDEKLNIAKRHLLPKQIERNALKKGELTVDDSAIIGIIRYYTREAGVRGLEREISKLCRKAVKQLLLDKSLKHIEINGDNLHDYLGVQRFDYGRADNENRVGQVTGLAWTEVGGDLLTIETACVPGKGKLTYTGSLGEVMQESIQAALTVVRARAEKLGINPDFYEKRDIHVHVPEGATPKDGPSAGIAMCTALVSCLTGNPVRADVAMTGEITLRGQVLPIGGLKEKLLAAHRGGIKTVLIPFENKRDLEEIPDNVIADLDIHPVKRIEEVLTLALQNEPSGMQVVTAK
Neddyl block = cullin neddylation inhibition | P61081+Q13564 | TR-FRET cullin neddylation, biochemical | calls only at 25 µM | hit rate 0.58% among 360,000 | AID 651699; in the data active = inhibition above about 36%
NRP1-CendR mod = modulators of CendR peptide binding to human neuropilin-1; O14786; FAM-RPARPAR peptide binding to NRP-1, fluorescence polarization; inhibition, % at 25 µM; hit rate 0.85% among 360,000; AID 602438;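 active = inhibition or corrected inhibition above about 18%, plus a signal ratio from 0.5 to 1.5, limit read from the data, passing the limit was not always enough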; also: strong numbers were not always called active
MT1-MMP act inh = blocks activation of human MT1-MMP; P50281; HT1080 RFP-PRO-GFP cells, GFP/RFP ratio fluorescence, overnight; percent of plate control window, DMSO zero; GFP/RFP ratio change, % at 20 µM; hit rate 0.061% among 360,000;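 active = GFP/RFP ratio change of at least 30% with cell ATP level not reduced by more than half and red fluorescence within 50% of control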; also: strong numbers were not always called active
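Assay system: HT1080 cells carrying an RFP-PRO-GFP reporter | Dosing: Single dose of 20 µM compound, 1% DMSO final | Incubation: Cells overnight before dosing, compound overnight, 37 °C, 5% CO2 | Evaluation: GFP/RFP fluorescence ratio | Control set: DMSO and RFP-L50D-GFP cell wells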
FAS TE block = blocks the thioesterase domain of human fatty acid synthase | P49327 | recombinant FAS-TE, OMFH fluorogenic substrate, fluorescence endpoint | inhibition, % at 15 µM | hit rate 0.67% among 360,000;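 active = compounds whose normalised, plate-corrected inhibition of enzyme fluorescence in the single-dose primary screen is 50% or more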;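 also: 0% = DMSO with enzyme and 100% = substrate without enzyme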
MsrA inhibitor = bovine MsrA inhibition; purified bovine MsrA, absorbance read-out; inhibition, % at 15.5 µM; hit rate 0.75% among 360,000; AID 651718; in the data active = inhibition above about 4.5%;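 also: 0% = vehicle wells with enzyme and 100% = reference inhibitor wells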
Rin1-Abl PPI inh = human Rin1-Abl interaction inhibition; P00519+Q13671; TR-FRET Rin1/Abl binding, biochemical; inhibition, % at 7.35 µM; hit rate 0.4% among 360,000; in the data active = inhibition above about 5%, passing the limit was not always enough
SKN-1 inh = blocks SKN-1 activity in C. elegans. hit rate 0.49% among 360,000. AID 624304. inhibition, % at 21.8 µM. C. elegans VP596 Pgst-4::GFP/RFP ratio, acrylamide-induced, 24 h;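 active = interference check ratio from 0.5 to 1.5 plus GFP to RFP signal ratio inhibition reaching or exceeding a fixed threshold, cut at about 30% in these data, passing the limit was not always enough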; also: some compounds called inactive have numbers as strong as hits
* = called active by the depositor; i = inactive; nt = not tested or not shown. An excerpt; count on the stated rates, not on these rows.

canonical_smiles,bovine MsrA act,E coli Lon inh,Neddyl block,NRP1-CendR mod,MT1-MMP act inh,FAS TE block,MsrA inhibitor,Rin1-Abl PPI inh,SKN-1 inh
O=C(CN1CCN(Cc2cccc(Cl)c2)C1=O)N1CCC2(CC1)OCCO2,-3,-8,i,7,3,-10,0.9,4,-25
Cc1cc(C(=O)N2CCC3(CC2)OCCO3)no1,-7,1,i,8,1,-4,-0.1,3,-15
Cn1c(O)c(C=NCCN2CCNCC2)c(=O)n(C)c1=O,1,5,i,8,0,-4,0.6,2,5
CCc1ccc(CN2CCN(Cc3cc(Br)ccc3O)CC2)cc1,1,5,i,-4,1,3,0.8,0,7
O=C(CCC(=O)N1CCC2(CC1)OCCO2)Nc1nnc(C2CCCCC2)s1,-4,-5,i,8,-1,-1,-0.6,4,-2
Cc1cccc(C2=NCC(=O)N(CC(=O)NCc3ccco3)c3sc4c(c32)CCCC4)c1,-1,1,i,-7,-3,6,-0.3,-1,6
O=c1c2ccccc2nc(/C=C/c2ccc(O)cc2)n1-c1ccc(O)cc1,-2,-96,nt,-2,-149,0,2.7,-4,-7
CCN(CC)P(=O)(Oc1ccccc1)Oc1ccccc1,0,2,i,3,3,6,-1.0,-1,10
CC1=NN(c2ccccc2)C(=O)C1/C=C1/C(=O)NC(=O)N(c2cc(C)cc(C)c2)C1=O (stereo unspecified),-5,-12,i,-10,-1,-7,-0.8,1,-1
CCOc1cccc(C2NCc3ccccc3-n3cccc32)c1O (stereo unspecified),-5,-7,i,2,3,-2,-0.2,2,-2
Cn1cc(C(=O)N2CCCCC2)c2ccccc21,-4,12,i,-2,0,-2,-0.1,3,-3
C[C@@H]1CN([C@H](C)CO)C(=O)CCCn2nncc2CO[C@@H]1CN(C)C(=O)Oc1cccc2ccccc12,-4,2,i,-7,3,-7,0.9,-1,-4
CC1N=C(c2ccccc2)c2cc(Br)ccc2NC1=O (stereo unspecified),-2,-1,i,8,3,-2,-0.1,-1,22
Nc1ncc(P(=S)(N2CCOCC2)N2CCOCC2)s1,-4,-5,i,10,4,-2,0.1,1,-4
CCN(CC)c1ccc(CN2CC=C(c3ccc(F)cc3)CC2)cc1,-1,1,i,20*,-2,4,-0.8,5,-9
CC(C)N1C(=O)CCC1C(=O)N1CCC2(CC1)OCCO2 (stereo unspecified),-6,3,i,-4,2,-2,-1.5,0,-20
C=CCn1c(O)c(C(CC)=NCCCO)c(=O)[nH]c1=O,3,8,i,6,-1,-7,-0.7,4,12
CCN1C(=O)/C(=C/c2ccc3c(c2)CCN3CCCCl)C(=O)NC1=S,-4,-13,i,-67,6,-5,0.6,-1,23
CN(C)C(CNC(=O)Cc1c(Cl)cccc1Cl)c1ccccc1 (stereo unspecified),-12,-1,i,26*,-4,-7,1.1,1,8
O=C(CN1CCCCC1)c1ccc2c(c1)OCO2,5,-2,i,9,1,-8,1.0,-1,20
COC(=O)C1=C(c2cc3ccccc3o2)C[C@@H]2CC[C@H]1N2C(=O)NCCNC(C)=O,-3,5,i,8,2,-8,0.3,-1,5
COC(=O)C1=C(c2c(C)noc2C)C[C@@H]2CC[C@H]1N2C(=O)NCCO,-3,-17,i,15,-2,-7,nt,0,15
COC(=O)C1=C(c2ccc(Cl)c(C(F)(F)F)c2)C[C@@H]2CC[C@H]1N2C(=O)NC(C)C,-3,21,i,1,2,7,-0.2,2,-7
O=C1NC(=O)N(c2ccc3c(c2)OCO3)C(=O)/C1=C\c1ccc(N2CCCCC2)o1,-3,-319,i,-54,-82,-4,0.2,-18,21

As a short view, part of the list above.
canonical_smiles,bovine MsrA act,E coli Lon inh,Neddyl block,NRP1-CendR mod,MT1-MMP act inh,FAS TE block,MsrA inhibitor,Rin1-Abl PPI inh,SKN-1 inh
O=C(CN1CCN(Cc2cccc(Cl)c2)C1=O)N1CCC2(CC1)OCCO2,-3,-8,i,7,3,-10,0.9,4,-25
Cc1cc(C(=O)N2CCC3(CC2)OCCO3)no1,-7,1,i,8,1,-4,-0.1,3,-15
Cn1c(O)c(C=NCCN2CCNCC2)c(=O)n(C)c1=O,1,5,i,8,0,-4,0.6,2,5
CCc1ccc(CN2CCN(Cc3cc(Br)ccc3O)CC2)cc1,1,5,i,-4,1,3,0.8,0,7
O=C(CCC(=O)N1CCC2(CC1)OCCO2)Nc1nnc(C2CCCCC2)s1,-4,-5,i,8,-1,-1,-0.6,4,-2
Cc1cccc(C2=NCC(=O)N(CC(=O)NCc3ccco3)c3sc4c(c32)CCCC4)c1,-1,1,i,-7,-3,6,-0.3,-1,6
O=c1c2ccccc2nc(/C=C/c2ccc(O)cc2)n1-c1ccc(O)cc1,-2,-96,nt,-2,-149,0,2.7,-4,-7
CCN(CC)P(=O)(Oc1ccccc1)Oc1ccccc1,0,2,i,3,3,6,-1.0,-1,10
CC1=NN(c2ccccc2)C(=O)C1/C=C1/C(=O)NC(=O)N(c2cc(C)cc(C)c2)C1=O (stereo unspecified),-5,-12,i,-10,-1,-7,-0.8,1,-1
CCOc1cccc(C2NCc3ccccc3-n3cccc32)c1O (stereo unspecified),-5,-7,i,2,3,-2,-0.2,2,-2
Cn1cc(C(=O)N2CCCCC2)c2ccccc21,-4,12,i,-2,0,-2,-0.1,3,-3
C[C@@H]1CN([C@H](C)CO)C(=O)CCCn2nncc2CO[C@@H]1CN(C)C(=O)Oc1cccc2ccccc12,-4,2,i,-7,3,-7,0.9,-1,-4
CC1N=C(c2ccccc2)c2cc(Br)ccc2NC1=O (stereo unspecified),-2,-1,i,8,3,-2,-0.1,-1,22

(listing goes on)
canonical_smiles,bovine MsrA act,E coli Lon inh,Neddyl block,NRP1-CendR mod,MT1-MMP act inh,FAS TE block,MsrA inhibitor,Rin1-Abl PPI inh,SKN-1 inh
CN(C)C(=O)Oc1c(Cl)cc(Cl)c2cccnc12,-8,-3,i,-5,1,-5,1.8,-2,4
CCCCn1c(O)c(/C(C)=N/NC(=O)Nc2ccccc2)c(=O)[nH]c1=O,-1,-8,i,-6,4,-4,1.1,-2,5
COc1ccc2[nH]c3c(c2c1)CCNC3C (stereo unspecified),-3,-8,i,1,1,-5,1.2,0,8
CC(=O)N1CC(=O)Nc2ccc(Cl)cc2C1c1ccccc1 (stereo unspecified),-1,8,i,8,-5,-5,-0.7,3,-1
COc1ccccc1OP(=O)(Nc1cccnc1)Oc1ccccc1OC,-2,2,i,0,-5,-12,-0.9,-1,-7
CCCCn1c(C)c(C(=O)O)c2cc(OC)c3ccccc3c21,-3,-2,i,2,-4,12,0.9,-2,14
O=C(Cn1c(=O)c(C(F)(F)F)nc2ccccc21)N1CCC2(CC1)OCCO2,-8,-3,i,-12,2,2,0.4,4,-4
O=c1[nH]c(=O)n(C2CCCCCC2)c(O)c1C=NCC1CCCO1 (stereo unspecified),-2,13,i,1,1,-2,-0.4,-1,25
COC(=O)C1=C(c2ccc3ccccc3c2)C[C@@H]2CC[C@H]1N2C(=O)NCCCOC(C)C,-6,-4,i,11,-3,-6,0.4,7,7
CCCC(C)(COC(N)=O)COC(=O)NC(C)C (stereo unspecified),-7,9,i,0,-3,-4,-0.9,-1,-5
C=CCn1c(O)c(C=Nc2c(C)n(C)n(-c3ccccc3)c2=O)c(=O)[nH]c1=O,-1,-4,i,-15,0,-5,3.4,0,14
CN1C(=O)C(=Cc2ccccc2Oc2ccc(Cl)c(F)c2)C(=O)N(C)C1=O,-2,-18,i,-18,9,0,2.4,2,-8
CCOc1cc2c(cc1OCC)-n1cccc1C(c1ccccc1OC)NC2 (stereo unspecified),-1,-2,i,2,3,-1,-0.5,-1,11
S=C(NCCc1ccccc1)NCCc1cnc[nH]1,-2,-7,i,4,1,-9,-1.0,-3,-4
O=C(C1CCC(=O)N1Cc1ccc(F)cc1)N1CCC2(CC1)OCCO2 (stereo unspecified),0,-5,i,-9,6,-5,1.5,2,7
CN(C)CC1CSCCC1(O)c1ccc(C(F)(F)F)cc1 (stereo unspecified),-4,1,i,-5,-1,-6,-0.7,0,-1
CC12CCC(O)CC1CCC1C2CCC2(C)C(C3=CC(=O)OC3)CCC12O (stereo unspecified),0,-3,i,1,-46,-5,-0.1,1,-15
CCN1CCN(S(=O)(=O)c2ccc(Cl)nc2)CC1,-2,1,i,28*,-9,-4,0.0,0,5
CCCCn1c(=O)c(C(=O)NCc2ccncc2)c(O)c2ccccc21,5,3,i,11,5,-2,-0.8,-1,8
CC1CCC/C=C/C2CC(O)CC2C(O)/C=C/C(=O)O1 (stereo unspecified),-1,1,i,8,4,-10,0.3,-1,0
CC(=O)CCC(C)=O,-3,12,i,4,0,-2,0.2,4,5
CC/C(=N\NC(=O)Nc1ccccc1)c1c(O)n(Cc2ccccc2)c(=O)[nH]c1=O,-3,-17,i,8,-2,0,0.0,-1,7
CCOC(=O)c1c(C)n(Cc2ccccc2)c2ccc(OCC(O)Cn3nc(C)nc3C)cc12 (stereo unspecified),-4,-2,i,11,1,3,-1.0,-2,1
OC12Oc3ccccc3C=C1N1CCC2CC1 (stereo unspecified),-2,-4,i,-1,1,-6,-0.1,3,4
COc1ccc(C(=O)c2nc3ccccc3n2C(C)C)cc1,-2,2,i,1,4,9,3.0,3,1
COC(=O)C1(C(=O)O)Cc2cc([N+](=O)[O-])ccc2N2CCCC21 (stereo unspecified),-4,-3,i,-14,2,4,0.8,-1,4
COC(=O)C1=C(c2ccc(F)cc2OCc2ccccc2)C[C@@H]2CC[C@H]1N2C(=O)NCc1ccccc1Br,-1,-1,i,-8,-10,19,1.6,5,13
COc1ccccc1/C=N/N=C(/N)N[N+](=O)[O-],-3,-4,i,1,2,-9,4.5,-5,11
COc1ccc(OCC(=O)N2CCN(C3CCC(c4ccccc4)CC3)CC2)cc1 (stereo unspecified),-2,-1,i,0,2,6,-0.8,3,10
O=C(Cn1ncc2ccccc21)N1CCC2(CC1)OCCO2,-1,0,i,-6,-1,-13,-0.4,4,9
CC1CN(O)C2CCc3nonc3C12O (stereo unspecified),-1,-3,i,-10,3,-10,-0.1,1,1
CCOc1ccc(CNCCc2ccc3c(c2)OCO3)cc1,-3,0,i,8,-1,-5,0.6,-1,5
CCOC(=O)C1(Cc2ccc(Cl)cc2)CCN(C(C)CCn2cccn2)CC1 (stereo unspecified),-1,-6,i,-1,-4,-4,0.9,3,-9
CC(C)N1CCN(Cc2c[nH]c3ccccc23)CC1CCO (stereo unspecified),-6,5,i,-1,1,-5,0.5,-2,2
C[C@@H]1CN([C@@H](C)CO)C(=O)CCCn2cc(nn2)CO[C@H]1CN(C)C(=O)Oc1cccc2ccccc12,-3,-3,i,-8,-2,-7,0.2,0,-5
Cc1cc(/C=C2\C(=O)NC(=O)N(c3cccc(Br)c3)C2=O)c(C)n1C,1,-34,i,-28,-4,-4,-0.4,1,14
COC(=O)C1=C(c2cccc(Cl)c2)C[C@@H]2CC[C@H]1N2C(=O)N1CCCC1,-2,6,i,-10,5,-1,-0.8,2,-3
S=C(NCCc1ccccc1)N1Cc2cc(-c3ccccc3)ccc2-n2nncc2C1,-2,-6,i,10,3,42,-0.4,1,16
c1ccc2c(NC3=NCCS3)cccc2c1,-2,-3,i,26*,1,-45,-0.1,-3,22
